Vif-A3F inh: qHTS for Inhibitors of Vif-A3F Interactions: qHTS. HeLa A3F-eYFP + Vif (tagged APOBEC3F with the HIV-1 protein that degrades it), YFP fluorescence increase. Potency, µM (titrated, usually from 46.1 µM), inactives show top-dose activity, negative = active. 0.2% of 390,000 active. AID 602313, 2012; note: potency is the fitted concentration of half-maximal effect; % of control where 0% means no effect; nearly all actives have a fitted effect of over 65% in size
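Fluorescence increase (Ex 488/Em 500-530) after overnight compound treatment at 37 deg C flags inhibition of Vif-driven A3F-eYFP loss in stable HeLa A3F-eYFP/Vif cells seeded overnight beforehand.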
GRP78 ERSR act: qHTS for Inducers of the Endoplasmic Reticulum Stress Response (ERSR) in Human Glioma: qHTS. U87-MG GRP78 promoter luciferase reporter, 16 h. Potency, µM, for the others: at the highest dose activation, usual class: activators. 0.02% of 420,000 active. AID 602332, 2012; note: potency is the fitted concentration of half-maximal effect; series mostly up to about 76 µM; % of control where 0% means no effect; nearly all actives have a fitted effect of over 35% in size
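Stably transfected U87-MG human glioma cells carrying a GRP78-based luminescent sensor were seeded at 1000 cells/well, pin-dosed with compounds and incubated 16 h. Luciferase reagent was then added, and end-point luminescence was read after 10 min at room temperature.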
TrxR1 inh: qHTS Assay for Inhibitors of Mammalian Selenoprotein Thioredoxin Reductase 1 (TrxR1): qHTS; Potency, µM (top dose mostly 114 µM), inactives show top-dose activity change, negative = inhibition, hits mostly inhibitors; Thioredoxin reductase 1, cytoplasmic (Rattus norvegicus), O89049; AID 588453, 2011; 1% of 390,000 active; recombinant rTrxR1, NADPH fluorescence consumption, selenite substrate; note: potency is the fitted concentration of half-maximal effect; % is set by controls: 0 for no effect and ±100 for the full control effect; nearly all actives have a fitted effect of over 65% in size
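Rat TrxR1 (90 nM in the dispensed reagent) was pre-reduced with 400 uM NADPH for 5 min at room temperature, then incubated with compound for 15 min. After 400 uM selenite was added, NADPH fluorescence (Ex 340/Em 450 nm) was followed for 8 min.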
mIDH1 inhibitor: qHTS for Inhibitors of mutant isocitrate dehydrogenase 1 (IDH1): qHTS; Potency, µM (highest dose often 76.6 µM), inactives show top-dose activity change, negative = inhibition, actives largely listed as inhibitors; Isocitrate dehydrogenase [NADP] cytoplasmic (Homo sapiens), O75874; 0.093% of 390,000 active; IDH1-R132H enzyme, NADPH consumption, diaphorase/resazurin fluorescence; note: potency is the fitted concentration of half-maximal effect; % is set by controls: 0 for no effect and ±100 for the full control effect; nearly all actives have a fitted effect of over 65% in size
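IDH1-R132H (0.5 ug/mL dispensed) in pH 7.5 Tris buffer was preincubated 30 min with compound, then given a substrate mix of 0.016 mM NADPH and 2 mM alpha-KG for 80 min at room temperature; remaining NADPH was read by diaphorase/resazurin fluorescence.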
Vif-APOBEC3G blk: qHTS for Inhibitors of Vif-A3G Interactions: qHTS; DNA dC->dU-editing enzyme APOBEC-3G (Homo sapiens), Q9HC16; HeLa A3G-eYFP + Vif (tagged APOBEC3G with the HIV-1 protein that degrades it), YFP fluorescence, overnight; Potency, µM (highest dose often 46.1 µM), for inactives: top-dose activity, negative = active, usual class: inhibitors; 0.076% of 410,000 active; AID 602310, 2012;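 note: potency is the fitted concentration of half-maximal effect; % is set by controls: 0 for no effect and ±100 for the full control effect; nearly all actives have a fitted effect of over 60% in size; hits raise eYFP signal because A3G escapes Vif-driven loss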
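HeLa cells stably expressing Vif and C-terminally eYFP-tagged A3G, seeded overnight at 37 deg C, then exposed to compound by pintool overnight at 37 deg C. Rise in yellow fluorescence (Ex 488/Em 500-530, Acumen) marks blocked Vif-driven A3G degradation.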
TrxR1 substrate: qHTS Assay for Substrates of Mammalian Selenoprotein Thioredoxin Reductase 1 (TrxR1): qHTS; Thioredoxin reductase 1, cytoplasmic (Rattus norvegicus), O89049; Potency, µM (series often up to 114 µM), inactives show at the top dose activity change, negative = substrate turnover; 0.01% of 390,000 active; AID 588456, 2011; purified TrxR1 substrate turnover, NADPH consumption readout; note: potency is the fitted concentration of half-maximal effect; % is set by controls: 0 for no effect and ±100 for the full control effect; nearly all actives have a fitted effect of over 50% in size
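Rat TrxR1, dispensed at 90 nM, was prereduced with 400 uM NADPH (final) for 5 min at ~22 deg C, then incubated with compound 15 min before 400 uM selenite. A first-read NADPH fluorescence drop versus no-compound background flagged substrates.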
USP1 inh: Inhibitors of USP1/UAF1: Primary Screen; Ubiquitin carboxyl-terminal hydrolase 1 (Homo sapiens), O94782; recombinant USP1/UAF1, Ub-Rhodamine cleavage fluorescence; Potency, µM (highest dose often 57.1 µM), without a hit: at the highest dose activity change, negative = inhibition, hits mostly inhibitors; 0.23% of 390,000 active; AID 743255, 2014; note: potency is the fitted concentration of half-maximal effect; % is set by controls: 0 for no effect and ±100 for the full control effect; nearly all actives have a fitted effect of over 60% in size; inactives centre near -12
Target sequence (O94782 whole entry, looked up): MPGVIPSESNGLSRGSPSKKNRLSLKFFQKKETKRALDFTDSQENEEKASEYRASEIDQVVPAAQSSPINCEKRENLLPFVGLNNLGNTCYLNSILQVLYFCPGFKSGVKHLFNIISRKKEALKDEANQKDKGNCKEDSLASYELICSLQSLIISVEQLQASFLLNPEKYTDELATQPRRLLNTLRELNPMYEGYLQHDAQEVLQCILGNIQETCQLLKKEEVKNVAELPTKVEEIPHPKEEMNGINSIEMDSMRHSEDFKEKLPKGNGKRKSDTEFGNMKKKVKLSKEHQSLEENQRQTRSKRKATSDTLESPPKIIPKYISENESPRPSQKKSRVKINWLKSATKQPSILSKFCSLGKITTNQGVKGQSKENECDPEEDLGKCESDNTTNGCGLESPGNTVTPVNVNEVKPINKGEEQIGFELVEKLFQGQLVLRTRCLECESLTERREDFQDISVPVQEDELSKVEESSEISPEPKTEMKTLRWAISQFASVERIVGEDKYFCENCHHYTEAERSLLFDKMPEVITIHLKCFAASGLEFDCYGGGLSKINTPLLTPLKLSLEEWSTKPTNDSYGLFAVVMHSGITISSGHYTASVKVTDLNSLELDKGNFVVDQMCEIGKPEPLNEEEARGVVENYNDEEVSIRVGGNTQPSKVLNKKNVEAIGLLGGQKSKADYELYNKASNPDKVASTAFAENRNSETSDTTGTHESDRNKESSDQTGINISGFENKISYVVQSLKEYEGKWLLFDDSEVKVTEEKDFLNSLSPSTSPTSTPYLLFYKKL
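USP1/UAF1 complex (1 nM) preincubated 15 min at room temperature with compound, then Ub-Rho substrate (150 nM final) added. Kinetic fluorescence at 480/540 nm over 6 reads at 60 s intervals; 50 mM HEPES pH 7.8, 0.5 mM EDTA, 0.1 mg/ml BSA, 1 mM TCEP, 0.01% Tween-20.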
LDHA block: qHTS assay for inhibitors of human lactate dehydrogenase; L-lactate dehydrogenase A chain (Homo sapiens), P00338; purified LDHA, NADH/diaphorase-resazurin fluorescence; stronger effect = lower value; activity change, % (values are at about 110 or 230 µM); 0.15% of 480,000 active; AID 1347041, 2019; in the data active = activity change below about -30%; inconclusive = mostly about -25% to -30%;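 note: plate controls were DMSO wells for no effect and wells without enzyme for full effect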
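LDH5 2 nM; NADH 0.06 mM, pyruvate 0.2 mM; 200 mM Tris pH 7.4, EDTA, Tween-20; 5 min RT. Detection: diaphorase 0.133 mg/mL + resazurin 37 µM, fluorescence ex540/em590 at 0 and 20 min; normalized to enzyme-free and DMSO wells.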
RGS4 inh: Inhibitors of Regulator of G Protein Signaling (RGS) 4: qHTS; Regulator of G-protein signaling 4 (Homo sapiens), P49798; Transcreener GDP fluorescence polarization, RGS4-accelerated GTP hydrolysis; Potency, µM (doses to about 114 µM), for the others: top-dose activity change, negative = inhibition, actives largely listed as inhibitors; 0.039% of 390,000 active; note: potency is the fitted concentration of half-maximal effect; % is set by controls: 0 for no effect and ±100 for the full control effect; nearly all actives have a fitted effect of over 75% in size; some results filed as inactive show a strong effect at the top dose
Target sequence (P49798 whole entry, looked up): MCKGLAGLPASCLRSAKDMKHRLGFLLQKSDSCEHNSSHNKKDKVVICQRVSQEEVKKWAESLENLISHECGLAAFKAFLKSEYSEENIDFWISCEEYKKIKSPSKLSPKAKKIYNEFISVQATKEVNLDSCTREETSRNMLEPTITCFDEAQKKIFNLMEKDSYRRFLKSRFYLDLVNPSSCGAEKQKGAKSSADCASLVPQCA
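MLSMR compounds (23 nl, pin-transferred) preincubated 10 min at room temperature with a 500nM (2x) first reagent, then RGS4 at 900nM (2x) plus Transcreener GDP mix added; fluorescence polarization (620/688 nm) read before and after 90 min at 30 °C.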
* = called active by the depositor; ? = inconclusive; [ ] = another dose, or the depositor's remark. Unless noted, calls come from the whole dose curve; as a rule, active = well fitted curve in the direction sought with a large enough effect; inconclusive = small, poorly fitted or top-dose-only effect, or another doubt; inactive = no such curve, though single readings can be large; an effect the other way counts as inactive or inconclusive. The list is partial, so the mix of outcomes need not match the whole.

mol	TrxR1 substrate	Vif-APOBEC3G blk	GRP78 ERSR act	Vif-A3F inh	LDHA block	USP1 inh	mIDH1 inhibitor	TrxR1 inh	RGS4 inh
CCC(=O)Nc1cc(C(=O)O)ccc1Sc1ccc(C)cc1	1%	0%	1%	2%	-1	-21%	-3%	24%	2%
O=C(NC(=S)N1CCCCC1)c1cccnc1	-6%	-2%	-2%	-13%	-2	-19%	-2%	-6%[57.1 µM]	14%[11.4 µM]
CC1CC(C)CN(C(=O)CSc2nc3ccsc3c(=O)n2Cc2ccccn2)C1 (stereo not given)	4%	0%	7%	-4%	2	-8%	2%	14%	20%
Cc1cc(C(=O)Nc2ccc(S(=O)(=O)Nc3onc(C)c3C)cc2)cs1	3%[57.1 µM]	-3%	-3%	-5%	-11	-9%	-1%	0%[57.1 µM]	-11%
Cc1ccc2cc(C#N)c(SCC(=O)N3CCCc4ccccc43)nc2c1	-8%	-2%	0%	-7%	0	0%	2%	-11%	-30%
CCOc1cccc(CN2CCC(Oc3ccc(C(=O)NCc4ccccn4)cc3)CC2)c1	0%	0%	3%	2%	-2	-11%	-2%	4%	4%
CC(C)(Cc1ccc(O)cc1)NC(=O)SCc1ccccc1	-5%[57.1 µM]	1%	7%	-8%	0	-10%	2%	12%[57.1 µM]	15%
CCc1cc(C(=O)N2CCN(S(=O)(=O)c3cc(C)ccc3C)CC2)sc1C	5%	-7%	-6%	-1%	-2	?	18%	12%	-2%
Cc1ccc(N(C(=O)CNC(=O)c2ccco2)C(C(=O)NC2CCCC2)c2cccnc2)cc1 (stereo not given)	1%[57.1 µM]	-11%	-1%	13%	-11	-11%	1%	-72%[0.0914 µM]	2%
Cc1ccccc1OCC(=O)OCC(=O)Nc1ccc2c(c1)OCCO2	-5%	0%	-1%	-7%	-4	-11%	12%	21%	4%
c1ccc(-c2nc3ccccn3c2-c2ccccc2)cc1	40%	-3%	-4%	-6%	-4	-17%	1%	9%[57.1 µM]	-12%
O=c1cc(/C=C/c2c(F)cccc2Cl)[nH]c2ccccc12	1%	3%	0%	-10%	-12	-10%	6%	-7%	19%
Cn1c(NN)nc2sc3c(c2c1=O)CC(C)(C)OC3	-1%	-11%	2%	-6%	6	-13%	0%	-7%	12%
O=C(CSc1nnc(-c2ccc(F)cc2)c2ccccc12)Nc1cccc(Cl)c1	0%	-1%	-2%	-5%	-10	-15%	-1%	15%	-6%
Cc1cc(NC(=O)c2ccc(Cl)cc2)no1	5%[57.1 µM]	-2%	8%	-7%	-2	-9%	-6%	-4%[57.1 µM]	14%
Cc1ccc(C(=O)NC(CCc2ccccc2)C(=O)O)cc1 (stereo not given)	0%	0%	0%	0%	-6	-14%	-6%	7%	18%
COc1ccc(CCC(=O)NCCc2csc(-c3ccc(F)cc3)n2)cc1	2%[57.1 µM]	6%	0%	-10%	1	?	-4%	30%[57.1 µM]	12%
Cc1csc2ncc(C(=O)N(Cc3ccccc3)c3ccccn3)c(=O)n12	11%[57.1 µM]	-2%	-2%	2%	-1	-19%	15%	3%[57.1 µM]	-1%
COc1ccccc1-c1cccc([C@@H]2C[C@H]3[C@H](CON3C)CN2Cc2ccccc2)c1	0%	-3%	-1%	2%	3	?	-10%	8%	-13%
CCc1nnc(NC(=O)Cn2nnc(-c3ccccc3F)n2)s1	-7%[57.1 µM]	0%	2%	1%	-8	-4%	-7%	-24%[57.1 µM]	-4%
Cc1ccc(S(=O)(=O)/N=C/c2ccco2)cc1	-4%	0%	-3%	4%	-6	-20%	0%	-1%	6%
COC(=O)CSc1nc2c(c(-c3ccco3)c1C#N)CCCC2	2%	-2%	-2%	-4%	2	-24%	3%	16µM*	?
N=C1C(c2ccccc2)=C(O)CN1NC(=O)c1ccccc1	-5%[57.1 µM]	-5%	-5%	0%	-4	8%	0%	7%	-1%
CCS(=O)(=O)c1nc(S(=O)(=O)c2ccc(C)cc2)c(NCc2ccccn2)s1	-12%	1%	0%	-2%	-16	2%	-6%	-6%	25%
CCCN(CC(=O)Nc1c(C)cccc1CC)C(=O)SCC	-7%	-7%	-1%	-5%	-2	6%	-7%	-3%	13%
CN(C)CCn1c2c(c(SCC(=O)Nc3ccc(F)cc3F)nc1=O)CCC2	-1%[57.1 µM]	-3%	-3%	2%	14	-22%	8%	8%[57.1 µM]	6%
COCc1c(C(N)=O)nnn1-c1nonc1N	-5%	-1%	0%	-2%	1	-25%	3%	14%	-15%
COc1ccc(C2=NOC(Cn3nc(C(=O)NCc4ccc(C)cc4)cc3-c3ccccc3)C2)cc1 (stereo not given)	7%[57.1 µM]	2%	-3%	3%	-2	-4%	-9%	22%[57.1 µM]	-14%
CCN(C(=O)Cn1c(=O)oc2cc(S(=O)(=O)N3CCOCC3)ccc21)c1ccccc1	1%	0%	-4%	13%	0	-24%	-4%	11%	17%
Cc1ccc(-c2csc(N(CCCN3CCOCC3)C(=O)c3ccco3)n2)cc1	4%	-8%	-4%	0%	-4	-26%	0%	20%	2%
CCCOc1ncnc2c1[nH]c1ccc(C)cc12	25%	0%	-3%	-4%	-8	-6%	5%	30%	12%
Cc1ccc(NC(=O)CSc2cccc[n+]2[O-])c([N+](=O)[O-])c1	7%[57.1 µM]	-1%	-2%	-1%	-6	-10%	5%	4%[57.1 µM]	7%
CCOC(=O)CNc1nc(Cl)nc(Nc2ccc(C)cc2)n1	5%	1%	3%	15%	-2	-11%	5%	8%	-19%
CCOc1ccc(NC(=O)CN(C)C(=O)c2c(C)noc2C)cc1OCC	6%	-1%	-3%	6%	-3	-17%	3%	15%	13%
COc1ccccc1/C=C/C(=O)OCc1nc2ccccc2c(=O)[nH]1	12%[57.1 µM]	1%	-1%	4%	-7	-4%	-1%	16%[57.1 µM]	-10%
CCn1c(SCC(=O)NCc2ccco2)nnc1-c1c[nH]c2ccccc12	10%[57.1 µM]	0%	-3%	?	-10	-10%	12%	-4%[11.4 µM]	13%
O=C(Cc1ccc(Cl)cc1)NC1CC(=O)N(c2ccc3c(c2)OCCO3)C1 (stereo not given)	4%[57.1 µM]	-1%	-3%	1%	-1	-26%	11%	10%[57.1 µM]	19%
N#Cc1ccccc1Cn1nnc2c(=O)[nH]c(C3CCCN(S(=O)(=O)c4ccc(F)cc4)C3)nc21 (stereo not given)	-1%	2%	-2%	-21%	-6	-23%	-27%	21%	14%
COc1ccc(CCN2CC34C=CC(O3)C(C(=O)NCc3ccccc3Cl)C4C2=O)cc1OC (stereo not given)	7%	-1%	1%	5%	-3	-1%	16%	20%	36%
COC(=O)c1ccc(CSc2nnc(C)n2N)o1	7%	0%	-3%	4%	-9	-20%	-1%	15%	6%

Complete entries from above. Order of values: TrxR1 substrate	Vif-APOBEC3G blk	GRP78 ERSR act	Vif-A3F inh	LDHA block	USP1 inh	mIDH1 inhibitor	TrxR1 inh	RGS4 inh
COc1ccc(C2=NOC(Cn3nc(C(=O)NCc4ccc(C)cc4)cc3-c3ccccc3)C2)cc1 (stereo not given) reads 7%[57.1 µM]	2%	-3%	3%	-2	-4%	-9%	22%[57.1 µM]	-14%
CN(C)CCn1c2c(c(SCC(=O)Nc3ccc(F)cc3F)nc1=O)CCC2 reads -1%[57.1 µM]	-3%	-3%	2%	14	-22%	8%	8%[57.1 µM]	6%
COCc1c(C(N)=O)nnn1-c1nonc1N reads -5%	-1%	0%	-2%	1	-25%	3%	14%	-15%

Source: PubChem BioAssay
